Screening data (PubChem)
NadD inh: blocks S. aureus nicotinate mononucleotide adenylyltransferase | purified NadD enzyme, colorimetric absorbance read-out | inhibition, % at 20 µM | 360,000 tested, 0.78% active | AID 602399; in the data active = inhibition above about 26%; note: some compounds past the cut are filed as inactive
CendR NRP1 mod: alters CendR peptide binding to human NRP-1; O14786; FAM-RPARPAR peptide binding to NRP-1, fluorescence polarization; inhibition, % at 25 µM; 360,000 tested, 0.85% active; AID 602438;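 active = inhibition or corrected inhibition above about 18%, plus a signal ratio from 0.5 to 1.5, limit read from the data, passing the limit was not always enough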; note: strong numbers were not always called active
Target sequence (O14786 whole entry, looked up): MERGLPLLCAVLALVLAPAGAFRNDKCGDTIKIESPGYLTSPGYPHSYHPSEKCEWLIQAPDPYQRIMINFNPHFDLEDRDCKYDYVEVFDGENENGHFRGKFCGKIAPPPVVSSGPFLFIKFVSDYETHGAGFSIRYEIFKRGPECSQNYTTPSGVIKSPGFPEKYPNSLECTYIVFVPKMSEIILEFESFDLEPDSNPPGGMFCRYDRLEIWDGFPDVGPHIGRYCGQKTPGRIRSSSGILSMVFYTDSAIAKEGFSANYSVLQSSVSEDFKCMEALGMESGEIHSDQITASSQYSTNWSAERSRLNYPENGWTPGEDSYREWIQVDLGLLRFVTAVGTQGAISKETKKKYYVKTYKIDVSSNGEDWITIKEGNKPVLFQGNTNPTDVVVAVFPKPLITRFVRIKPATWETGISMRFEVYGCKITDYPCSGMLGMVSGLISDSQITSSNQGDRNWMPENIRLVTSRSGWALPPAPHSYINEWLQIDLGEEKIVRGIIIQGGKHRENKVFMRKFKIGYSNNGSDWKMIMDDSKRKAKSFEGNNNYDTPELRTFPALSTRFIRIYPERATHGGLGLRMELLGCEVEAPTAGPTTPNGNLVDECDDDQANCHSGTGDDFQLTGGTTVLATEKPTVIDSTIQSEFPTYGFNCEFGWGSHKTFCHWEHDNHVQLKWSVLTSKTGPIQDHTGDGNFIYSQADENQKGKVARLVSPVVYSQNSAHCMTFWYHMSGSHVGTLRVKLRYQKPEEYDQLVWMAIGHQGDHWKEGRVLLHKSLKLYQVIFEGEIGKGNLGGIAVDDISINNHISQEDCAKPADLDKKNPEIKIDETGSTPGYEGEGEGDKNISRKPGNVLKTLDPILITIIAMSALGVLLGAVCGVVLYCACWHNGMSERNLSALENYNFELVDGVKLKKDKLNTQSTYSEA
LMPTP inh: blocks human LMPTP phosphatase; P24666; inhibition, % at 20 µM; recombinant LMPTP-A, OMFP fluorogenic substrate, fluorescence intensity; 360,000 tested, 0.22% active;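 active = compounds that cut the enzyme signal by at least half of the control window in the single-dose screen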;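 note: plate controls were DMSO wells with enzyme plus substrate for no effect and substrate without enzyme for full effect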
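Assay system: LMPTP-A phosphatase enzyme | Input: 0.625 nM enzyme | Also added: Fluorogenic phosphatase substrate OMFP at 400 µM final | Compound dosing: One test concentration per compound, 20 µM, with 3% DMSO overall | Schedule: 50 min enzyme reaction at room temperature, protected from light | Signal: Fluorescence intensity | Benchmarks: no-enzyme and uninhibited controls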
Scp-1 inhibitor: Scp-1 (human) phosphatase inhibition. Q9GZU7. Recombinant Scp1, phosphopeptide, malachite green phosphate absorbance. inhibition, % at 20 µM. 340,000 tested, 0.88% active. AID 493091;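 active = inhibition above about 50% at 20 µM, limit read from the data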;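 note: plate controls were DMSO wells with enzyme for no effect and wells lacking enzyme for full effect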
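Material: truncated SCP-1 phosphatase (76-261aa) / Buffer or medium: 50 mM Tris acetate pH 5.5, 0.005% Tween-20, 10 mM MgCl2 / Compound dosing: one concentration, 20 µM, with 1.0% DMSO / Incubation: 45 min room-temperature reaction, 5 min colour, 30 min stabiliser / Detection: colorimetric free-phosphate detection, absorbance 630 nm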
Neddylation inh: cullin neddylation inhibition; P61081+Q13564; TR-FRET cullin neddylation, biochemical; calls only at 25 µM; 360,000 tested, 0.58% active; in the data active = inhibition above about 36%
DNMT1 inh: inhibitors of human DNMT1; P26358; DNMT1 molecular beacon, Hinp1I cleavage, fluorescence; inhibition (reported as % activation of signal), % at 10 µM; 360,000 tested, 0.83% active; AID 588458; in the data active = inhibition above about 50%
SUMO1-SIM PPI: alters human SUMO1 binding to SIM partners | SUMO1 binding to a labelled peptide, TR-FRET, 1 h | AID 602429 | inhibition, % at 20 µM | 360,000 tested, 0.33% active | P63165; in the data active = inhibition above about 37%
Target sequence (P63165 whole entry, looked up): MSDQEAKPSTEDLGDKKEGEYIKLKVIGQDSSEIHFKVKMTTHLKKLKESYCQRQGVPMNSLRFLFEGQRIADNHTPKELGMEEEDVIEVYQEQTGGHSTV
SKN-1 inh: inhibitors of C. elegans SKN-1; 360,000 tested, 0.49% active; inhibition, % at 21.8 µM; C. elegans VP596 Pgst-4::GFP/RFP ratio, acrylamide-induced, 24 h; AID 624304;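 active = interference check ratio from 0.5 to 1.5 plus GFP to RFP signal ratio inhibition reaching or exceeding a fixed threshold, cut at about 30% in these data, passing the limit was not always enough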; note: some compounds called inactive have numbers as strong as hits
Tb MetRS inh: Trypanosoma brucei MetRS inhibition; purified T. brucei MetRS, ATP depletion, Kinase-Glo luminescence; inhibition, % at 11.9 µM; 360,000 tested, 0.4% active; AID 624268;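 active = inhibition above a per-plate cutoff of the control wells' mean inhibition plus 3 SD, cut at about 5.5% in these data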;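 note: 0% = DMSO wells median and 100% = median of wells with control inhibitor compound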
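Dosing: 11.9 µM compound single dose, 0.9% DMSO; Assay system: purified T. brucei MetRS enzyme; Measured by: Kinase-Glo luciferase luminescence reporting remaining unconsumed ATP; Schedule: 15 min plus 2 h at 25 °C.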
STEP inh: blocks human striatal-enriched tyrosine phosphatase. P54829. recombinant STEP, OMFP fluorogenic substrate, fluorescence. inhibition, % at 20 µM. 360,000 tested, 0.25% active;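 active = inhibition at 20 µM, scaled per plate between control wells, above about 37%, limit read from the data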;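 note: 0% = DMSO with enzyme and substrate and 100% = substrate only without enzyme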
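Measure: Control-normalized % inhibition with plate pattern correction | Test system: STEP phosphatase, cell-free reaction | Medium: pH 6.0 Bis-Tris with DTT and Tween 20 | Technique: Fluorescence, 480/540 nm | Times: Reaction 20 min, ambient temperature | Doses: Single compound dose of 20 µM, 1% DMSO final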
An asterisk follows results filed as active; i = inactive; / = no result given.

Results follow in this order: NadD inh	CendR NRP1 mod	LMPTP inh	Scp-1 inhibitor	Neddylation inh	DNMT1 inh	SUMO1-SIM PPI	SKN-1 inh	Tb MetRS inh	STEP inh
- C/C(NCCCn1ccnc1)=C(\C#N)C(N)=O
  -2	-6	-8.3	-2	i	3	0	-2	-1.6	-6
- CC(=O)NC(c1ccco1)c1cc(Cl)c2cccnc2c1O (stereo unspecified)
  6	8	3.9	/	i	-2	-7	13	-0.2	1
- Cc1ccc(NC(=O)CC(=O)Nc2ccc(C)c(C)c2)cc1C
  0	3	1.2	62*	i	6	4	7	-0.1	1
- CC(C)(C)OC(=O)NCC(=O)Oc1cc2oc(=O)cc(-c3ccccc3)c2cc1Cl
  -1	-3	-33	-11	/	5	-19	6	0.3	0
- CCc1ccc(N2C=C(C(=O)OC)C(c3cccc4ccccc34)C(C#N)=C2N)cc1 (stereo unspecified)
  /	-7	4.4	/	i	/	-2	-1	-0.3	/
- CCN(CC)CC(O)COc1ccc2c(c1)c(C(C)=O)c(C)n2-c1ccccc1 (stereo unspecified)
  -12	1	1.3	-9	i	2	3	8	-0.7	2
- O=C(CNC(=O)c1ccco1)NCC(=O)OCc1c(F)cccc1Cl
  -9	12	-0.2	-5	i	2	3	3	-0.3	-2
- COc1cc(NCCCCCCCN)c2ncccc2c1
  18	-14	6.3	-7	i	40	-1	72	0.0	4
- O=C(O)CCC(=O)NNC(=O)COc1ccc(Cl)cc1Cl
  2	16	-2.2	3	i	0	-1	-1	-0.2	-2
- COc1ccc(NC2=C(C(C)=O)C(c3ccc4c(c3)OCO4)C(C(C)=O)C(C)(O)C2)cc1 (stereo unspecified)
  5	5	0.4	-3	i	-10	1	5	-0.1	0

Record cards, from the list above. Values in the order: NadD inh	CendR NRP1 mod	LMPTP inh	Scp-1 inhibitor	Neddylation inh	DNMT1 inh	SUMO1-SIM PPI	SKN-1 inh	Tb MetRS inh	STEP inh
C/C(NCCCn1ccnc1)=C(\C#N)C(N)=O in the list: -2	-6	-8.3	-2	i	3	0	-2	-1.6	-6
Cc1ccc(NC(=O)CC(=O)Nc2ccc(C)c(C)c2)cc1C in the list: 0	3	1.2	62*	i	6	4	7	-0.1	1
COc1cc(NCCCCCCCN)c2ncccc2c1 in the list: 18	-14	6.3	-7	i	40	-1	72	0.0	4
CC(C)(C)OC(=O)NCC(=O)Oc1cc2oc(=O)cc(-c3ccccc3)c2cc1Cl in the list: -1	-3	-33	-11	/	5	-19	6	0.3	0
CCN(CC)CC(O)COc1ccc2c(c1)c(C(C)=O)c(C)n2-c1ccccc1 (stereo unspecified) in the list: -12	1	1.3	-9	i	2	3	8	-0.7	2

Carrying on:
Results follow in this order: NadD inh	CendR NRP1 mod	LMPTP inh	Scp-1 inhibitor	Neddylation inh	DNMT1 inh	SUMO1-SIM PPI	SKN-1 inh	Tb MetRS inh	STEP inh
- CC(OC(=O)C1CSC2(C)CCC(=O)N12)C(=O)Nc1ccc(F)cc1 (stereo unspecified)
  6	-8	-0.9	-1	i	5	-5	3	-0.3	-4
- N#Cc1ccc(C(=O)Nn2cnnc2)cc1
  -4	14	0.6	-7	i	1	-3	22	-0.3	-3
- O=C(CNC(=O)c1ccc(-c2ccccc2)cc1)OCc1c(Cl)cccc1Cl
  1	4	0.4	-7	i	0	-2	2	0.1	1
- O=C(C1CCN(S(=O)(=O)c2ccc(F)cc2)CC1)N1CCOCC1
  -3	-12	-0.1	-4	i	0	-2	-1	-0.5	3
- C=CCNc1ncnc2c1ncn2[C@H]1CN(C2CCCC2)C[C@@H](CO)O1
  -5	-10	-1.3	/	i	3	-3	14	-0.2	0
- CCCN=C1N(C)C[C@@H]2[C@@H]3C(=O)N(C)C(=O)[C@@H]3[C@](Cc3ccccc3)(C(=O)OC)N12
  1	10	-0.8	4	i	3	3	7	-0.4	1
- COC(=O)C(Cc1cnc(Cl)s1)(C(=O)OC)c1ccccc1[N+](=O)[O-]
  -1	8	-1.2	-1	i	-1	-15	7	-0.9	0
- Cc1ccc(CNc2ccc(CNc3ncn[nH]3)cc2)cc1
  0	-1	-0.4	-3	i	-7	-1	6	-0.8	-2
- CCOC(=O)C1(C)CCCN(C(=O)c2ccc3c(c2)OCO3)C1 (stereo unspecified)
  0	1	-0.3	/	i	2	1	1	-0.2	-4
- OC(c1ccccc1)c1nc(-c2ccccc2)cs1 (stereo unspecified)
  0	-7	-0.2	/	i	1	7	9	-0.1	0
- COc1cc(C)c(CNc2cccc(C)c2)cc1C
  -7	16	0.0	4	i	-3	-2	8	-1.6	-2
- Cc1cc(C)n2nc(C(=O)Nc3nccs3)nc2n1
  -2	7	-2.2	-2	i	3	4	5	-1.1	-3
- O=C1/C(=C\c2ccc(O)c(O)c2)N=C2CCCCCN12
  -3	-79	3.4	-9	i	4	-33	6	0.2	2
- O=C1CSC(=Nc2cccc([N+](=O)[O-])c2)N1
  -2	12	-0.3	-10	i	-1	-24	11	-1.5	-1
- O=C(O)CCCC(=O)Nc1cccc(C(=O)Nc2ccccc2C(=O)O)c1
  7	-12	-0.7	1	i	8	13	-2	0.6	-2
- COc1ccc(S(=O)(=O)N2CCOCC2)cc1NC(=O)CN1CCCCCC1
  -6	-10	-1.3	-8	i	0	5	-7	0.0	-1
- Cc1sc2nc(CSCC(=O)N(CCC#N)c3ccccc3F)[nH]c(=O)c2c1C
  8	4	-8.8	-6	i	-1	0	2	-0.5	-1
- Cc1nnc(NC(=O)c2cccc(F)c2)s1
  1	6	0.1	3	i	1	5	4	-0.7	1
- CCOC(=O)n1c(=O)n(C)c2ccc(Br)cc21
  -1	4	-0.3	-9	i	3	2	7	-0.8	1
- C[C@H]1COc2cccc(N3CCN(Cc4ccccc4F)CC3)c2S(=O)(=O)N1
  -6	-6	-0.7	/	i	/	6	-2	-0.1	/
- NC(c1csc(Nc2cc(Oc3ccccc3)ncn2)n1)C1CCCCC1 (stereo unspecified)
  9	12	-0.1	/	i	0	-17	11	-0.3	2
- S=C1NC(c2ccccc2)=NCN1c1ccccc1
  -5	9	0.4	2	i	2	-3	-5	0.3	1
- N#Cc1ccccc1Cn1c(=O)n(C2CCCC2)c(=O)c2ccccc21
  -5	13	-0.2	-15	i	-2	-2	-9	2.0	-7
- N#Cc1c(NC(=O)c2ccncc2)sc2c1CCC2
  7	12	0.8	37	i	13	15	11	-0.6	2
- COc1ccc(S(=O)(=O)N2CC(=O)Nc3ccccc32)cc1C
  -3	6	0.2	-5	i	-2	1	7	-1.1	0
- O=C(CCCN=C1NS(=O)(=O)c2ccccc21)OCC(=O)c1ccccc1
  3	-3	-0.3	-5	i	-2	0	7	-0.1	-1
- N#CC1=C2SCN(Cc3ccccc3)CN2C(=O)CC1c1ccc2c(c1)OCO2 (stereo unspecified)
  13	-6	11	-7	i	-10	9	6	-1.1	3
- CCOC(=O)c1[nH]c(C)c(C(=O)OCC(=O)NCc2ccc(OC)c(OC)c2)c1C
  -2	4	1.0	2	i	3	-3	-8	-0.2	1
- Cc1cc(C)nc(NC(=NCCc2c[nH]c3ccccc23)NC(=O)C(C)(C)C)n1
  -2	0	3.6	4	i	-23	6	-1	0.1	1
- CN(C(=O)/C=C/c1ccc2c(c1)OCO2)c1ccccc1
  -7	7	0.3	-12	i	-2	-9	13	-0.3	1

Continuation.
| Compound | NadD inh | CendR NRP1 mod | LMPTP inh | Scp-1 inhibitor | Neddylation inh | DNMT1 inh | SUMO1-SIM PPI | SKN-1 inh | Tb MetRS inh | STEP inh |
| --- | --- | --- | --- | --- | --- | --- | --- | --- | --- | --- |
| Cc1cc(C)c(S(=O)(=O)Nc2ccccc2C(=O)N2CCOCC2)c(C)c1 | -5 | 3 | 1.2 | -2 | i | 0 | -1 | 9 | -0.3 | -2 |
| Cc1ccc(C)c(S(=O)(=O)N2CCN(C(=O)Cn3[nH]c(=O)c4ccccc4c3=O)CC2)c1 | -1 | -16 | 0.0 | -7 | i | -3 | 2 | 7 | -0.1 | 2 |
| CC(C)(C)NC(=S)NCCc1ccccc1 | 7 | 0 | 1.2 | -10 | i | -4 | 1 | 5 | 1.2 | 3 |
| COc1ccc(OC)c(S(=O)(=O)NC2CCCCC2)c1 | -1 | 14 | 0.2 | -3 | i | 5 | -2 | 18 | -0.2 | -1 |
| Cc1cc(C)c(S(=O)(=O)/N=C2/C=C(SCC(=O)O)C(=O)c3ccccc32)cc1C | 48* | -83 | 7.8 | 9 | i | 3 | 84* | 7 | 0.7 | 6 |
| CCOC(=O)c1sc(NC(=O)Cn2nnc3sc4c(c3c2=O)CCC(C(C)(C)C)C4)nc1C (stereo unspecified) | 15 | -11 | -0.9 | -8 | i | -13 | -7 | 5 | -0.3 | 1 |
| Cc1nn(-c2ccccc2)c(C)c1NC(=O)COc1ccc(F)cc1Cl | -4 | -2 | 0.0 | -2 | i | -3 | 6 | 3 | -0.1 | 2 |
| O=C(Cn1cnc2c(oc3nc4c(cc32)CCCC4)c1=O)Nc1cccc(Cl)c1 | 28 | -14 | 6.4 | 47 | i | 10 | -12 | 12 | 0.2 | 1 |
| Cc1ccc(S(=O)(=O)N2C3CC(c4ccccc4)N(S(=O)(=O)c4ccccc4Cl)CC3C(=O)C[C@H]2c2ccccc2)cc1 (stereo partly specified) | / | 3 | 1.7 | / | i | / | 2 | -3 | -0.3 | / |
| C=CCN(Cc1ccc(OC)c(OC)c1)C(=O)N1CCOCC1 | -1 | 8 | -0.6 | -9 | i | 0 | -2 | -16 | 1.2 | 0 |
| CCCC[n+]1ccn(C2=C([O-])c3ccccc3C(=O)/C2=N\S(=O)(=O)c2ccc(Cl)cc2)c1 | 2 | -3 | -0.2 | -2 | i | -4 | -43 | -3 | -0.2 | -2 |
| O=C(O)/C=C/C(=O)Nc1cccc(C(F)(F)F)c1 | 0 | 8 | -0.7 | 1 | i | 0 | -1 | 6 | 0.4 | 0 |
| CN1/C(=C/C2CC(=O)N(c3ccc([N+](=O)[O-])cc3)C2=O)C(C)(C)c2ccccc21 (stereo unspecified) | 14 | -28 | 1.4 | -4 | i | -9 | -20 | 8 | -0.7 | 2 |
